Bioassay records: PubChem, National Center for Advancing Translational Sciences (NCATS)
HCMV antiviral: qHTS Assay for inhibitors of the human cytomegalovirus (HCMV). HFF cells, HCMV-luciferase reporter, 72 h; stronger effect = lower value. activity change, negative = inhibition, % at 57.5 µM. 4.5% of 410,000 active. AID 1259415, 2018; in the data active = activity change below about -60%; inconclusive = no clear call, values can overlap the other calls; inactive = above about -39%
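Inhibition of viral replication was scored as loss of reporter luminescence in HFFs infected with HCMV-luciferase (MOI 1 PFU/cell) for 72 h; compounds tested at 2 doses, normalized to buffer and Salinomycin controls.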
AmpC detergent: qHTS Inhibitors of AmpC Beta-Lactamase (assay with detergent). P00811. AmpC hydrolysis of nitrocefin, absorbance 480 nm, 0.01% Triton. Potency, µM (series often up to 114 µM), without a hit: top-dose activity change, negative = inhibition, most hits filed as inhibitors. 0.041% of 370,000 active;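 note: potency is the fitted concentration of half-maximal effect; 0% = no-compound wells and -100% = no-enzyme wells; nearly all actives have a fitted effect of over 25% in size; some results filed as inactive show a strong effect at the top dose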
Target sequence (P00811 whole entry, looked up): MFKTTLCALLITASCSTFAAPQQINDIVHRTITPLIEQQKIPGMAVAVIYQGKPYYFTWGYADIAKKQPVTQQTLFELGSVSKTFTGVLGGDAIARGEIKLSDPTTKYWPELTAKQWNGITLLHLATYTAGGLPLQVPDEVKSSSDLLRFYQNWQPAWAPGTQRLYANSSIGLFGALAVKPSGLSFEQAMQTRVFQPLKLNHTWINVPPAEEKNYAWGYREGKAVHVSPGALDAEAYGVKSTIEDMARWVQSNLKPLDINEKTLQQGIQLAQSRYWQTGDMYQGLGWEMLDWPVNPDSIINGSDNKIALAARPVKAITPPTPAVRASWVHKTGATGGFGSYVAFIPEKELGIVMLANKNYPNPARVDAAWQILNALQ
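AmpC (5.3 nM in the dispensed reagent) in 20 mM phosphate pH 7.0 with 0.01% (detergent screen) or 0.0001% Triton X-100 was preincubated with compounds for 15 min at room temperature. Nitrocefin was then added from an 800 uM solution, and hydrolysis was followed at 480 nm.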
FBPA Giardia inh: qHTS Assay for Inhibitors of Fructose-1,6-bisphosphate Aldolase from Giardia Lamblia; A8B2U2; purified Giardia FBPA; Potency, µM (highest dose often 59.6 µM), for inactives: at the top dose activity, negative = inhibition, actives largely listed as inhibitors; 0.71% of 290,000 active; AID 2451, 2010; note: potency is the fitted concentration of half-maximal effect; nearly all actives have a fitted effect of over 55% in size
Target sequence (A8B2U2 whole entry, looked up): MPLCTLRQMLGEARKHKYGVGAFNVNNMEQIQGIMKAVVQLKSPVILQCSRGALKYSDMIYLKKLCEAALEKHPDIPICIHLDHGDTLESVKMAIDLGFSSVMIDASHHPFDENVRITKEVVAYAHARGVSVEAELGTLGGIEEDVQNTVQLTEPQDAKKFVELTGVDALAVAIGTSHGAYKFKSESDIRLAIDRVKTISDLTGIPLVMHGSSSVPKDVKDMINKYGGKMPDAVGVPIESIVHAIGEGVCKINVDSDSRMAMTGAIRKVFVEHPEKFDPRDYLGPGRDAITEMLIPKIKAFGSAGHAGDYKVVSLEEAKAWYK
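40 nM FBPA preincubated 10 min at RT with compound (up to 57.5 uM final), then substrate plus GAPDH/TPI/NAD/arsenate coupling and diaphorase/resazurin added. Fluorescence read after 20 min at RT, 525/598 nm.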
AmpC no deterg: qHTS Inhibitors of AmpC Beta-Lactamase (assay without detergent). AmpC nitrocefin hydrolysis, absorbance 480 nm, 0.0001% Triton. Potency, µM (titrated, usually from 57.1 µM), for the others: at the highest dose activity change, negative = inhibition, most hits filed as inhibitors. 0.52% of 330,000 active;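 note: potency is the fitted concentration of half-maximal effect; plate controls were no compound for no effect and no enzyme for full effect; nearly all actives have a fitted effect of over 20% in size; some results filed as inactive show a strong effect at the top dose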
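20 mM phosphate pH 7.0 + 0.01% (detergent screen) or 0.0001% Triton X-100; 5.3 nM AmpC reagent; cpd preinc 15 min RT; nitrocefin (800 uM stock) to start; A480 q20 s × 4 min; Activity was normalised to no-enzyme and no-compound control wells.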
AMA1 RON2 block: qHTS for Inhibitors of AMA1-RON; Towards Development of Antimalarial Drug Lead: Primary Screen. Potency, µM (titrated, usually from 58.2 µM), for the others: at the highest dose activity change, negative = inhibition, most hits filed as inhibitors. 0.2% of 360,000 active. Plasmodium falciparum AMA1 (3D7) - RON2 peptide interaction. AID 720542, 2013. AlphaScreen AMA1-biotinylated RON2 peptide binding;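 note: potency is the fitted concentration of half-maximal effect; 0% = vehicle wells and -100% = peptide control; nearly all actives have a fitted effect of over 45% in size; some results filed as inactive show a strong effect at the top dose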
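AMA1 (3D7) with his tag at 25 nM final met compounds first, then biotinylated RON2 peptide at 25 nM; detection used donor plus acceptor beads, 10 µg/mL apiece, read by AlphaScreen after 30 min at room temperature.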
Sm TGR block: qHTS Assay for the Inhibitors of Schistosoma Mansoni Peroxiredoxins; 3% of 360,000 active; purified TGR, DTNB reduction, TNB absorbance 405 nm; Potency, µM (titrated, usually from 114 µM), without a hit: at the top dose activity change, negative = inhibition, hits mostly inhibitors; Schistosoma mansoni thioredoxin glutathione reductase (TGR), Q962Y6; note: potency is the fitted concentration of half-maximal effect; nearly all actives have a fitted effect of over 60% in size
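Kinetic colorimetric format: TGR-catalysed, NADPH-driven DTNB reduction monitored via TNB absorbance. Enzyme dispensed at 20 nM; compound exposure 15 min at room temperature before reaction start.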
An asterisk follows results filed as active; ? = inconclusive; nt = no result given; & = joins results of further samples; [ ] = another dose, or the depositor's remark. Unless noted, calls come from the whole dose curve; as a rule, active = well fitted curve in the direction sought with a large enough effect; inconclusive = small, poorly fitted or top-dose-only effect, or another doubt; inactive = no such curve, though single readings can be large; an effect the other way counts as inactive or inconclusive. Unless noted, % is set by controls: 0 for no effect and ±100 for the full control effect. An unsorted share of the library. About 7.8% of those tested had a hit in this group.

SMILES | HCMV antiviral | AmpC detergent | FBPA Giardia inh | AmpC no deterg | AMA1 RON2 block | Sm TGR block
COCCNC(=S)Nc1ccc2nc(N3CCN(C)CC3)cc(C)c2c1 | 71 | -3% | -3% | -9% | 0% | 40µM*
CSc1ccc(Cn2nnc(C(=O)Nc3ccc(C)c(C)c3)c2N)cc1 | 44 | ? | 0% | -25% | 1% | 1%
O=C(NC1CCCCC1)c1ccc(Cn2cc(Cl)cn2)cc1 | 12 | 0% | 1% | 0% | 11% | -12%
Cc1ccc2c(c1)N(C(=O)CCC(=O)NCc1ccccc1F)CC(C)O2 (stereo not drawn) | 8 | 8% | nt | nt | nt | 6%
CCCC1=C(C(=O)OCC)C(c2ccc(F)cc2)n2ncnc2N1 (stereo not drawn) | -31 | ? | 6% | -8% | -1% | 0%
O=C(CCc1ccccc1)NCCCN1CCOCC1 | 0 | -1% | 0% | -5% | -6% | 1%
COCC1CCCN(C(=O)c2cc(COc3cncc(Cl)c3)on2)C1 (stereo not drawn) | -37 | -13% | 2% | 10% | -5% | -30%
CCOC(=O)c1sc(NS(=O)(=O)c2ccc(C)cc2)nc1C | 14 | -7% | 16% | -24% | -7% | 15%
Cc1cc(-c2cc(-c3ccc(Cl)cc3)on2)nc(NC2CCCC2)n1 | 7 | -3% | 2% | -7% | 21% | 1%
COc1ccc(-c2noc(CN(C)S(=O)(=O)c3ccc(Cl)cc3)n2)cc1OC | -28 | -9% | -6% | 67%[activator] | -5% | 3%
CCC1CCCCN1C(=O)COc1ccc(S(=O)(=O)N2CCOCC2)cc1Cl (stereo not drawn) | -20 | 6% | nt | 90%[activator] | -8% | -5%
Cc1nn(-c2ccccc2)c(C)c1/C=N/NC(=O)CSc1nnc(SCc2ccc(Cl)cc2)s1 | 36 | ? | -3% | -31% | 8% | -19%
COc1ccc(NC(=O)CC2(CC(=O)O)CCCC2)cc1 | 6 | -9% | -4% | -22% | 12% | -4%
Cc1cc(C(=O)CCC(=O)N2CCN(c3ccccc3F)CC2)c(C)s1 | ? | -2% | 0% | 34% | -2% | -3%
COc1cccc(N2CCN(C(=O)c3ccc(CS(=O)Cc4ccc(Cl)cc4)o3)CC2)c1 (stereo not drawn) | -17 | -11% | 14% | 125%[activator] | 0% | ?
CCOc1ccc(C2c3[nH]c4ccccc4c3C[C@H]3C(=O)N(C4CC4)CC(=O)N23)cc1OC (stereo partly drawn) | 32 | -3% | 13% | 153%[activator] | -7% | -7%
CN(C)c1ccc(/C=c2\sc3n(c2=O)CCCN=3)cc1 | -36 | 1% | 0% | ? | -22% | -13%
Nc1nc(-c2cc(Cl)cc(Cl)c2OC(F)F)cs1 | ? | 0% | -15% | -31% | -2% | 0%
COc1ccc(S(=O)(=O)Cc2ccc(C(=O)NCc3ccc(F)cc3)o2)cc1 | nt | -13% | 0% | -7% | nt | ?
COc1ccc(C(=O)Nc2nnc(SCc3cc(=O)c4cc(C)cc(C)c4[nH]3)s2)cc1 | 20 | 24% | nt | nt | nt | 2%
CN(C)c1ccc(/C=N/n2ncc3ccccc32)cc1 | nt | ? | 8% | -17% | 74%[activator] | 0%
COC(=O)c1ccc2c(c1)sc(=NC(=O)c1ccc(S(=O)(=O)N3CCCCC3)cc1)n2C | 9 | 6% | nt | nt | nt | 10%
Cc1ccnc(NS(=O)(=O)c2ccc(NC(=O)Cc3ccc(Br)cc3)cc2)n1 | 55 | -7% | 5% | ? | -4% | 8%
Cc1ccc(NC2OC(C(O)CO)C(O)C2O)cc1[N+](=O)[O-] (stereo not drawn) | 22 | ? | 1% | -16% | 11% | -5%
O=C(c1ccc(=O)[nH]n1)N1CCc2ccccc2C1 | 3 | -1% | 0% | 45% | 7% | 15%
COc1ccccc1CNC(=O)C1CCC(=O)N(CCCc2ccccc2)C1 (stereo not drawn) | -5 | -7% | 8% | 83%[activator] | -8% | -9%
CC[C@]12c3[nH]c4cc(CCC(=O)N(C)C)ccc4c3CCN1C(=O)[C@@H](CC(=O)NCC13CC4CC(CC(C4)C1)C3)C[C@@H]2C(=O)N1CCN(C(=O)c2ccco2)CC1 | 35 | nt | nt | 261%[activator] | -15% | nt
COCCNC(=O)C(C)N1c2cccc3cccc(c23)S1(=O)=O (stereo not drawn) | -8 | ? | -15% | -5% | 12% | ?
CC(C)C(NC(=O)c1c(F)cccc1F)C(=O)OCN1C(=O)c2ccccc2C1=O (stereo not drawn) | 0 | -9% | nt | -14% | 10%[11.6 µM] | -1%
CC(C)(C)C1=Nn2c(nnc2-c2ccccn2)SC1 | -21 | -12% | -6% | -15% | -28% | 7%
C=CCN1C(=O)NC(=O)/C(=C/C=C/c2ccccc2)C1=O | -112* | 5% | -10% | -28% | 3% | 10µM*
CC1CCCCC1NC(=O)COC(=O)CNC(=O)c1cccc(F)c1 (stereo not drawn) | 11 | 1% | 6% | 11% | 22% | -11%
CCCN1CCCc2cc(CN(CCCN3CCOCC3)C(=O)Nc3ccc(OCC)cc3)ccc21 | -6&24 | ? | -13% | 186%[activator] | 27µM* | -35%&-25%
CCC(C)[C@H](NC(=O)NCCCN1CCOCC1)C(=O)OC (stereo partly drawn) | 1 | ? | -15% | -9% | 9% | -1%
O=C(NCc1ccccc1)c1ccc(Cn2cc(C(F)(F)F)ccc2=O)cc1 | -5 | ? | 1% | 1% | 3% | 5%
COc1ccccc1NC(=O)c1ccc(NS(C)(=O)=O)cc1 | 11 | 4% | 4% | -22% | -7% | 3%
CNC(=O)N(O)C1N(/N=C/c2ccccc2OC)C(=S)SC1(C)C (stereo not drawn) | -9 | 4% | ? | 2% | -14% | 5%
CN(CC1CCCO1)S(=O)(=O)c1ccc(C(=O)Nc2nnc(-c3ccccc3)o2)cc1 (stereo not drawn) | -39 | 2% | nt | -24% | 74%[activator] | 7%
Cc1noc(C)c1S(=O)(=O)N(C)C[C@H]1Oc2ccc(NS(=O)(=O)c3cn(C)cn3)cc2C(=O)N([C@H](C)CO)C[C@@H]1C | -5 | nt | nt | 26% | 0% | nt
COc1ccc(-c2cc(=O)c3cc(OCC(=O)OC(C)C)ccc3o2)cc1 | 20 | 2% | nt | nt | nt | 3%
CSc1n[nH]c(-c2ccc(C(F)(F)F)cc2)n1 | 116 | 3% | -11% | -24% | 2% | 10%
CCNC(=O)COn1c(SCC(=O)NCC)nc2ccccc2c1=O | 50 | 2% | 4% | 5% | -6% | 7%
COc1cc2oc(=O)c3c(c2cc1OCC(=O)c1c(C)n(C)c2ccccc12)CCCC3 | 4 | 1% | 2% | 2% | 0%[11.6 µM] | -6%
CCOCCCNC(=O)C1(O)c2cc(Br)ccc2NC(=O)N1c1cccc(OC)c1 (stereo not drawn) | 49 | -5% | 0% | 1% | -7% | -7%
Cc1cc(C)nc(SCc2n[nH]c(=S)n2C)n1 | -19 | -8% | 0% | -46% | 30% | -2%
COCCn1c(SCC(=O)NNC(=O)c2cc(Cl)ccc2OC)nnc1-c1ccncc1 | -2 | ? | nt | 14% | 54%[activator] | -23%
CN1CCC(=NNC(=O)CN(c2cccc(Cl)c2)S(C)(=O)=O)CC1 | ? | 6% | -7% | -17% | -10% | 0%
CC(=O)N1CCN(Cc2nc3cc(NC(=O)Nc4ccccc4)ccc3n2C)CC1 | 62 | 0% | -1% | 5% | 16% | -1%
CC(OC(=O)Cc1n[nH]c(=O)c2ccccc12)C(=O)Nc1ccccc1[N+](=O)[O-] (stereo not drawn) | 15 | -6% | nt | -3% | 0% | 0%
COc1ccc(OC)c(CNC(=O)c2cc(=O)[nH]c3ccc(S(=O)(=O)N4CCCCC4C)cc23)c1 (stereo not drawn) | -28 | -7% | nt | nt | nt | 0%
CCOC(=O)C1=C(c2ccccc2)Nc2ncnn2C1c1cccc(OC)c1OC (stereo not drawn) | 24 | ? | 3% | -3% | 6% | 1%
CCN(CC)S(=O)(=O)c1ccc(/C=C/C(=O)OCC(=O)N(C(C)C)C(C)C)cc1 | -2 | 3% | 1% | -9% | 30%[activator] | 7%
Cc1cc(C(=O)COC(=O)c2ccncc2)c(C)n1CCc1ccc(F)cc1 | 10 | 8% | -5% | 20% | -12% | 5%
COc1ccc(Nc2nc(=O)c3cc([N+](=O)[O-])ccc3s2)cc1 | -2 | -14% | -11% | 11% | -12% | -12%
Cc1cc(C)n(-c2ccc(C(=O)C(C#N)c3nc4ccccc4n3C)cc2)n1 (stereo not drawn) | -21 | ? | 5% | -12% | 15% | 1%
CCOc1ccc(NC2=NCC(=O)N2CCc2ccccc2)cc1 | 18 | 10% | -19% | 23% | -6% | 2%
N#CC1=C(N)C(C#N)(C#N)C(c2ccncc2)C2CN(C(=O)OCc3ccccc3)CC=C12 (stereo not drawn) | 0 | 4% | 4% | 0% | 23% | ?
COc1ccccc1N(CN1CCCC1=O)C(=O)c1c(F)cccc1Cl | 14 | -4% | 0% | 16% | 12% | -8%
COc1ccc(CNC(=O)C2CCN(C(=O)c3cnn(-c4ccccc4)c3-n3cccc3)CC2)cc1 | 2 | 3% | nt | nt | nt | -7%
Nc1nnc(SCc2ccc3c(c2)OCO3)s1 | 3 | 0% | -3% | nt | -10% | 6%

Copied from the list:
CC1CCCCC1NC(=O)COC(=O)CNC(=O)c1cccc(F)c1 (stereo not drawn) in AmpC no deterg shows 11%
CCC1CCCCN1C(=O)COc1ccc(S(=O)(=O)N2CCOCC2)cc1Cl (stereo not drawn) in AmpC detergent shows 6%
Cc1cc(C(=O)CCC(=O)N2CCN(c3ccccc3F)CC2)c(C)s1 in AmpC no deterg shows 34%

Quoted at random: two entries already listed.
SMILES | HCMV antiviral | AmpC detergent | FBPA Giardia inh | AmpC no deterg | AMA1 RON2 block | Sm TGR block
O=C(c1ccc(=O)[nH]n1)N1CCc2ccccc2C1 | 3 | -1% | 0% | 45% | 7% | 15%
CCC1CCCCN1C(=O)COc1ccc(S(=O)(=O)N2CCOCC2)cc1Cl (stereo not drawn) | -20 | 6% | nt | 90%[activator] | -8% | -5%

Going on with the list.
SMILES | HCMV antiviral | AmpC detergent | FBPA Giardia inh | AmpC no deterg | AMA1 RON2 block | Sm TGR block
Cc1ccc(N(CC(=O)NCc2ccccc2)C(=O)CCC(=O)Nc2nccs2)cc1 | 2 | -11% | 2% | 1% | 4% | -1%
NS(=O)(=O)c1ccc(CNC(=O)NC2(c3ccccc3)CC2)cc1 | 44 | -14% | 8% | -10% | 3% | -15%
CCOC(=O)c1c(NC(=O)CSc2nnnn2-c2ccccc2)sc2c1CCC(C)C2 (stereo not drawn) | 9 | -10% | 5% | -17% | 5% | 0%
CCOC(=O)CCn1c(CC(=O)OCC)nc2ccccc21 | -9 | -12% | -26% | 69%[activator] | -4% | 6%
